# Screening data from PubChem.
# H9c2 TAG inh: inhibitors of triacylglycerol accumulation, primary screen, cell-based, uHTS, fluorescence, H9c2. H9c2 cells, Nile Red lipid (TAG) fluorescence; cells loaded with 200 µM oleic acid. inhibition, % at 12.5 µM. AID 651582, 2012. 230,000 tested, 0.66% active;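 active = pattern-corrected inhibition of lipid staining of at least 50% with the nuclear-stain viability signal not falling by more than 50%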;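 note: 0% = DMSO wells and 100% = triacsin C control wells; some results filed as inactive read as strong as hits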
# H9c2 TAG inh DAPI viability: second read-out of H9c2 TAG inh, no call of its own (marks repeat the call); DAPI nuclei signal change (viability), lower = more cytotoxic, %;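 whole-well DAPI fluorescence read on a plate reader as a viability signal; minus 50 percent equals half of cells still viable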
# * hit, by the source's call.
SMILES,H9c2 TAG inh,H9c2 TAG inh DAPI viability
CC(CCC(=O)O)C1CC[C@@]2(C)C3C(=O)CC4C(C)(C)C(O)CC[C@]4(C)C3C(=O)C[C@]12C (some centres not stated),9,-3
Cc1ccc(NC(=O)COC(=O)c2ccc(Cl)cc2)cc1S(=O)(=O)N(C)C,-12,6
Cc1ccc(S(=O)(=O)NCC(=O)Nc2cccc([N+](=O)[O-])c2)cc1,3,3
c1ccc(CCNc2ncnc3scc(C4COc5ccccc5O4)c23)cc1 (configuration not stated),-30,12
COc1ccc(C2CC(O)(c3ccccc3)Oc3cc(OC)c(OC)c(OC)c32)cc1 (configuration not stated),-20,-3
O=C(O)CCCCCNC(=O)/C=C/c1ccco1,17,-15
O=S(=O)(c1cc(Cl)ccc1Cl)n1ccnc1,-2,3
O=c1ccn([C@@H]2O[C@H](CNCc3ccc(-c4cc(C(F)(F)F)ccc4Cl)o3)[C@@H](O)[C@H]2O)c(=O)[nH]1,-19,-3
Cc1cc(OCc2ccccc2)ccc1/C(O)=C1/C(=O)C(=O)N(Cc2cccnc2)C1c1ccncc1 (configuration not stated),18,-7
COCC(C)NCc1cc(Br)ccc1OC (configuration not stated),1,10
CCCN1CCC(=O)N([C@H](CO)Cc2ccccc2)CC1,19,1
COc1ccc(CCNC(=O)CN(c2ccc(OC)c(OC)c2)S(C)(=O)=O)cc1,3,-9
CCN(C(=O)COC(=O)c1cc2c(s1)CCCC2)c1c(N)n(Cc2ccccc2)c(=O)[nH]c1=O,2,-4
CC1CC1C(=O)Nc1nc2ccc(Cl)cc2s1 (configuration not stated),14,-2
Cc1ccc(-n2c(O)c(C=Nc3ccc(S(=O)(=O)Nc4ncccn4)cc3)c3ccccc3c2=O)cc1C,12,-3
CCOC(=O)N1CCN(CC(=O)Nc2ccc(F)c(F)c2F)CC1,-6,-15
COCCN1C(=O)C(=O)/C(=C(/O)c2ccc(S(=O)(=O)N3CCCCC3)cc2)C1c1ccc(OC)c(OC)c1 (configuration not stated),-4,1
COc1ccc(CCNC(=O)c2ccccc2NC(=O)c2ccco2)cc1OC,19,5
CN(C)CCn1nnnc1SCC1=C(C(=O)O)N2C(=O)[C@@H](NC(=O)Cc3csc(N)n3)[C@H]2SC1,-9,-3
O=c1c2c3c(sc2n(CCN2CCCC2)c(=O)n1Cc1ccccc1)CCCCC3,3,10
Cc1sc2ccccc2c1CNC[C@H]1O[C@@H](n2cnc(C(N)=O)n2)[C@H](O)[C@@H]1O,-1,-4
O=C(Nc1cccc(Cl)c1Cl)c1csc([C@@H]2O[C@H](CO)[C@@H](O)[C@H]2O)n1,5,-17
Cc1ccc(OCCNS(=O)(=O)c2ccc(Cl)cc2)cc1,3,8
COc1ccc(CCNC(=O)Cn2nc(C(=O)O)c3ccccc3c2=O)cc1OC,-6,4
COc1ccccc1C(=O)NCCn1cc(SCC(=O)NCC2CCCO2)c2ccccc21 (configuration not stated),-2,-6

# Complete entries from above. Values in the order: H9c2 TAG inh, H9c2 TAG inh DAPI viability
# Record of `COCC(C)NCc1cc(Br)ccc1OC` (configuration not stated) = 1, 10
# Record of `Cc1ccc(-n2c(O)c(C=Nc3ccc(S(=O)(=O)Nc4ncccn4)cc3)c3ccccc3c2=O)cc1C` = 12, -3
# Record of `O=C(Nc1cccc(Cl)c1Cl)c1csc([C@@H]2O[C@H](CO)[C@@H](O)[C@H]2O)n1` = 5, -17
# Record of `CCOC(=O)N1CCN(CC(=O)Nc2ccc(F)c(F)c2F)CC1` = -6, -15
# Record of `COCCN1C(=O)C(=O)/C(=C(/O)c2ccc(S(=O)(=O)N3CCCCC3)cc2)C1c1ccc(OC)c(OC)c1` (configuration not stated) = -4, 1

# Seven structures out of the list, ordered by length of the SMILES, descending.
SMILES,H9c2 TAG inh,H9c2 TAG inh DAPI viability
CC(CCC(=O)O)C1CC[C@@]2(C)C3C(=O)CC4C(C)(C)C(O)CC[C@]4(C)C3C(=O)C[C@]12C (some centres not stated),9,-3
Cc1ccc(-n2c(O)c(C=Nc3ccc(S(=O)(=O)Nc4ncccn4)cc3)c3ccccc3c2=O)cc1C,12,-3
Cc1cc(OCc2ccccc2)ccc1/C(O)=C1/C(=O)C(=O)N(Cc2cccnc2)C1c1ccncc1 (configuration not stated),18,-7
CCOC(=O)N1CCN(CC(=O)Nc2ccc(F)c(F)c2F)CC1,-6,-15
Cc1ccc(OCCNS(=O)(=O)c2ccc(Cl)cc2)cc1,3,8
O=S(=O)(c1cc(Cl)ccc1Cl)n1ccnc1,-2,3
CC1CC1C(=O)Nc1nc2ccc(Cl)cc2s1 (configuration not stated),14,-2

# The list continues:
SMILES,H9c2 TAG inh,H9c2 TAG inh DAPI viability
CCN(CC(=O)NCc1cccs1)C(=O)c1ccc(S(=O)(=O)Nc2ccccc2C)cc1,8,0
O=C1OC(Nc2ccc3c(c2)OCO3)c2ccccc21 (configuration not stated),0,-5
Cc1nc(C(=O)Nc2cccc(Cl)c2Cl)nn1-c1cc(OC(C)C)c(Cl)cc1Cl,17,5
COc1cc(/C=C(\C#N)C(=O)N2CCc3ccccc32)ccc1O,-11,5
Cc1cccc(NC(=O)c2cnc3scc(C)n3c2=O)c1,11,0
COc1ccccc1C1CCCN1Cc1nc(-c2ccc(C)s2)oc1C (configuration not stated),-9,22
O=C(Cn1cnc2ccccc2c1=O)N1CCN(c2ccc(F)cc2)CC1,-10,15
Cc1cccc(-c2nc(CS(=O)CC(=O)N3CCCCC3)c(C)o2)c1 (configuration not stated),11,-13
CCN(CC)c1cccc(OC2=NS(=O)(=O)c3ccccc32)c1,-9,-3
COc1ccc(NC(=O)CCCN2C(=O)CCC2=O)cc1Cl,5,-8
COCC(C)NC(=O)c1oc2c(c1C)C1(CCC2)SCCS1 (configuration not stated),-19,0
Cc1cc(N2CCOCC2)c2c(N)c(Br)cc(C)c2n1,-5,0
COC(=O)c1ccc(NC(=O)COc2cccc3c2OC(C)(C)C3)cc1,1,0
CCc1ccc(S(=O)(=O)NCc2cn3cccc(C)c3n2)s1,-23,10
CCOC(=O)CC1(C)NC(=O)c2c(C)sc(C(=O)OCC)c2N1 (configuration not stated),12,-7
CSCCC(NC(=O)c1ccc(Cl)cc1Cl)C(=O)NCc1ccncc1 (configuration not stated),1,-2
N#Cc1nc(-c2ccc(OCc3ccc(Cl)cc3)cc2)oc1NCCCn1ccnc1,7,-1
O=C1C=CN(Cc2ccccc2)CC1,7,7
CCOC(=O)c1c(NC(=O)CSc2ncn[nH]2)sc(C)c1C,-2,-17
CCOc1ccc(S(=O)(=O)N2CCN(C(=O)C3CSC4(C)CCC(=O)N34)CC2)cc1 (configuration not stated),-3,-8
CSc1nc2sc3c(c2c(=O)[nH]1)CC(C)(C)OC3,2,-8
CCOc1ccc(Cl)cc1-c1cc(C(=O)NCc2cccs2)[nH]n1,-1,-3
Cc1cc(NC(=O)CCCC(=O)NCc2ccccc2)no1,25,-20
O=C(Nc1nccs1)c1nc[nH]c1C(=O)N1CCN(c2ccccc2)CC1,-6,0
COc1ccc2oc(=O)c(C(=O)N3CCN(c4ccc(F)cc4)CC3)cc2c1,-5,-7
SMILES,H9c2 TAG inh,H9c2 TAG inh DAPI viability
O=C(NCc1ccccc1Cl)C1CCCN1S(=O)(=O)c1ccc(F)cc1 (configuration not stated),-2,1
COCCNC(=O)C(C)OC(=O)c1cc2sccc2n1C (configuration not stated),20,-10
CC(Oc1ccc2ccccc2c1)C(=O)NNC(=O)Nc1ccccc1F (configuration not stated),-7,8
OCCNc1nc(Nc2cccc(O)c2)nc2ccccc12,3,-8
O=C(Nc1ccccc1)C1CCN(c2nccs2)CC1,8,-3
Cc1ccc(SC(C)C(=O)NC(N)=O)c(C)c1 (configuration not stated),5,6
O=C(c1cccc(Cl)c1)N1CCC(N2CCC(C(=O)N3CCOCC3)CC2)CC1,-10,-3
O=C(O)CCC(=O)Nc1ccc(C(=O)OCC(=O)c2ccc(Cl)cc2)cc1,-2,12
CC(=O)Nc1ccc(-c2ccnc3c2CC(C)(C(=O)NCc2ccc(N(C)C)cc2)O3)cc1 (configuration not stated),37,-4
CCCCCCCCCCn1cc(C(C)=O)c(=O)[nH]c1=O,-25,13
Cc1cc(=O)oc2cc(NC(=O)CN3C(=O)NC(C)(c4ccccc4)C3=O)ccc12 (configuration not stated),2,8
CC(C)(C)c1ccc(-c2n[nH]c(=S)n2/N=C/c2ccncc2)cc1,10,-6
CN(CC(=O)Nc1ccc(Cl)c(C(F)(F)F)c1)CC(=O)NC1CCCCC1,-6,11
COC(=O)NC1CC2C=CC1C1C=CC21 (configuration not stated),-4,-6
C=CCc1ccc2oc(C(=O)OCC)cc(=O)c2c1O,10,-7
O=C(Cc1ccc(NC(=O)C2CCN(C(=O)c3ccccc3)CC2)cc1)Nc1cccc(C(=O)N2CCCC2)c1,-7,6
O=C(O)c1ccc(/C=N/N2CCN(c3ccccc3)CC2)cc1,12,7
CC1(C(=O)Nc2cnc3ccccc3c2)CCN1Cc1ccc2c(c1)OCCO2 (configuration not stated),-9,23
COc1ccc(OC)c2c(N3CC(C)OC(C)C3)cc(C(F)(F)F)nc12 (configuration not stated),-1,2
CCCOc1ccccc1C(=O)NCCCC(=O)O,-5,5
Nn1c(SCC(=O)N2CCCc3ccccc32)nncc1=O,-11,5
O=C(NCC(c1cccs1)N1CCOCC1)c1cc(S(=O)(=O)N2CCOCC2)c(Cl)cc1Cl (configuration not stated),4,4
O=C(NCCc1ccccc1)C1CCN(c2ncccn2)CC1,-9,-15
CCn1c(=O)c([N+](=O)[O-])c(N2CCN(Cc3ccc4c(c3)OCO4)CC2)c2ccccc21,0,-1
CCOC(=O)C1CCN(CCC(=O)Nc2ccc(C)cc2)CC1,-5,5

# 3 entries drawn at random from the list so far:
SMILES,H9c2 TAG inh,H9c2 TAG inh DAPI viability
CCCCCCCCCCn1cc(C(C)=O)c(=O)[nH]c1=O,-25,13
CC(Oc1ccc2ccccc2c1)C(=O)NNC(=O)Nc1ccccc1F (configuration not stated),-7,8
Cc1ccc(SC(C)C(=O)NC(N)=O)c(C)c1 (configuration not stated),5,6

# The list continues.
SMILES,H9c2 TAG inh,H9c2 TAG inh DAPI viability
COc1ccc(C)cc1S(=O)(=O)Nc1ccc2c(c1)OCO2,-6,-5
Cc1nc2cc(N=NC3=C(O)CCCC3=O)ccc2s1,17,6
COc1ccc2cc(-c3[nH]ncc3CN3C[C@@H]4CCC[C@H]3C4)ccc2c1,7,16
CC(Sc1nc(NC(C)(C)C)nc(N(C)C)n1)C(=O)Nc1ccccc1 (configuration not stated),19,0
C#CC(CC)(CC)NC(=O)c1ccc(Br)s1,7,2
O=C(NCCC(=O)N1CCN(S(=O)(=O)c2ccc(F)cc2)CC1)Nc1ccccc1,13,0
NNC(=O)c1nc[nH]c1C(=O)Nc1ccccc1,-13,3
Oc1ccc(C(=Nc2ccccc2)c2ccccc2)c(O)c1,-2,-2
CCn1cc(C(=O)N2CCn3c(nc4ccccc43)C2)c(=O)c2ccc(C)nc21,4,3
CCC(CC)NC(=O)COn1nnc2ccc(S(=O)(=O)N3CCOCC3)cc21,-27,1
O=C(CNC(=O)c1ccc(Br)o1)Nc1cccc(S(=O)(=O)N2CCCC2)c1,-21,6
NC1=NC(c2cn(-c3ccccc3)nc2-c2cccs2)n2c(nc3ccccc32)N1 (configuration not stated),5,6
CCN(CC(=O)Nc1ccc(NC(C)=O)cc1)C(=O)C1CCN(C(=O)c2ccccc2C)CC1,-18,8
O=C(Nc1cccc(Cl)c1)OCc1cncs1,3,6
N#CC12C(N)=NC3(OCCO3)C1(C#N)C1=C(CCC1)NC2c1ccccc1 (configuration not stated),10,-4
CCSc1nnc2ccc(-c3ccco3)nn12,13,1
CCOC(=O)C1(Cc2cccc(OC)c2)CCN(Cc2cccc3cnccc23)CC1,-18,0
COC(=O)Nc1nnc(-c2ccccc2OC)s1,-4,-2
O=C(CCNC(=O)N1CC(=O)Nc2ccccc21)NCCc1ccc(Cl)cc1,4,5
CC1CN(S(=O)(=O)c2cccc(C(=O)Nc3ccc(N4CCCCC4)cc3)c2)CC(C)O1 (configuration not stated),-2,6
Cc1ccc(F)cc1NC(=O)CSc1n[nH]c(N)n1,-1,6
CCOCCCNC(=S)N1CCN(c2nc(-c3ccc(F)cc3)cs2)CC1,-27,10
O=S(=O)(Nc1cccc(S(=O)(=O)N2CCCC2)c1)c1ccc(Cl)s1,-6,4
O=C(NNC(=O)C1CCCC1)c1cc([N+](=O)[O-])cc([N+](=O)[O-])c1,-11,2
Cn1cnnc1SCC(=O)Nc1ncc([N+](=O)[O-])s1,9,-6
SMILES,H9c2 TAG inh,H9c2 TAG inh DAPI viability
COc1cc(C(=O)NCCNC(=O)C2CCCNC2=O)cc(OC)c1OC (configuration not stated),-4,3
Cc1cc(C(=O)NNC(=O)c2ccccc2O)c(C)o1,18,-10
Cc1nc2ccccc2c(=O)n1/N=C/c1ccccc1O,-10,3
COc1ccccc1N1CCN(CC(=O)Nc2c(C)n[nH]c2C)CC1,-2,3
CCOc1nc(C)ccc1-c1noc(-c2ccccc2OC)n1,-1,4
N#Cc1ccc(Oc2ccc(NC(=O)C3CC=CCC3C(=O)O)cc2)cc1 (configuration not stated),3,-19
Cc1ccc(O)c(NC(=O)/C=C/C(=O)O)c1,-5,-9
COc1ccc(CCNC(=O)CSc2ccc(-c3ccncc3)nn2)cc1,0,-8
NC(=O)C(c1ccc(Cl)cc1)c1ccc(Sc2ccccc2)nn1 (configuration not stated),-9,7
COc1ccc(C(=O)CC(=O)c2ccccc2O)cc1OC,1,14

# An excerpt. The share of hits here may be higher or lower than overall.
